Assay outcomes (PubChem)
TcdB GH inh: TcdB glycohydrolase inhibition | inhibition, % at 9.99 µM | P18177 | AID 652162 | 350,000 tested, 0.24% active | TcdB glycohydrolase enzymatic assay, plate reader; in the data active means inhibition above about 10%
Mtb BioA inh: BioA (M. tuberculosis) enzyme inhibition; purified M. tuberculosis BioA enzyme, plate reader; inhibition, % at 9.99 µM; 360,000 tested, 0.096% active; in the data active means inhibition above about 40%
Numbers without * were called inactive.

SMILES | TcdB GH inh | Mtb BioA inh
C[C@H]1CN([C@@H](C)CO)C(=O)c2cccc(NS(=O)(=O)c3ccccc3)c2O[C@H]1CN(C)Cc1ccc(Oc2ccccc2)cc1 | 1.3 | 2.4
C[C@@H](NC(=O)C[C@H]1C=C[C@@H](NC(=O)Nc2ccc3c(c2)OCO3)[C@@H](CO)O1)c1ccccc1 | -0.1 | -0.5
CNC[C@H]1Oc2c(NC(=O)c3nc4ccccc4s3)cccc2C(=O)N([C@H](C)CO)C[C@H]1C | 0.3 | -1.1
CC(C)NC(=O)Nc1ccc2c(c1)C(=O)N([C@H](C)CO)C[C@H](C)[C@H](CN(C)S(=O)(=O)c1ccc(Cl)cc1)OCCCC[C@H](C)O2 | 0.0 | -0.3
CC(C)NC(=O)Nc1ccc2c(c1)C(=O)N([C@H](C)CO)C[C@H](C)[C@@H](CN(C)Cc1ccc(Oc3ccccc3)cc1)O2 | 0.9 | -2.3
C[C@@H]1CN([C@@H](C)CO)C(=O)c2cc(NC(=O)CCCN(C)C)ccc2O[C@@H]1CN(C)S(C)(=O)=O | -0.6 | -1.7
CCNC(=O)C[C@H]1CC[C@@H](NC(=O)NC2CCCCC2)[C@H](CO)O1 | 0.8 | 1.3
CC(=O)Nc1ccc2c(c1)C(=O)N(C)[C@@H]1CC[C@H](CC(=O)NCCCN3CCOCC3)O[C@@H]1CO2 | -1.5 | -1.3
CN(C)CCCNC(=O)C[C@H]1CC[C@H]2[C@@H](COC[C@H](O)CN2C(=O)c2ccncc2)O1 | -5.6 | -3.4
Cc1ccc(S(=O)(=O)N(C)C[C@H]2Oc3ncc(C#CC4(O)CCCC4)cc3C(=O)N([C@H](C)CO)C[C@@H]2C)cc1 | 1.2 | 0.9
C[C@H]1CN([C@@H](C)CO)C(=O)Cc2cc(NC(=O)Cc3cn(C)c4ccccc34)ccc2O[C@@H]1CN(C)CC1CCCCC1 | 0.6 | 5.2
Cc1cc(C(=O)Nc2ccc3c(c2)C(=O)N(C)[C@@H]2CC[C@@H](CC(=O)NC4CCCC4)O[C@@H]2CO3)no1 | 1.2 | -1.2
C[C@H](CO)N1C[C@H](C)[C@@H](CN(C)S(=O)(=O)c2ccccc2)Oc2c(NC(=O)Nc3ccc(F)cc3)cccc2C1=O | 1.9 | 1.4
CN1CCN(C(=O)[C@H]2[C@H](CO)[C@H]3Cn4c(ccc(/C=C/c5ccccc5)c4=O)[C@H]3N2CC2CC2)CC1 | -0.5 | 0.0
C[C@H](CO)N1C[C@H](C)[C@H](CN(C)C)Oc2ccc(NC(=O)CCN3CCOCC3)cc2CC1=O | 0.0 | 8.3
CCS(=O)(=O)N1CCCCN2[C@@H](CO)[C@@H](c3ccc(-c4ccccc4C)cc3)[C@@H]2C1 | 0.1 | -4.0
C[C@@H]1CN([C@H](C)CO)C(=O)Cc2cc(NC(=O)Nc3ccccc3)ccc2O[C@@H]1CN(C)Cc1ccc(Oc2ccccc2)cc1 | 0.6 | -4.0
C[C@@H]1CN([C@@H](C)CO)C(=O)c2cc(NS(=O)(=O)c3cccs3)ccc2O[C@H]1CN(C)C(=O)Nc1ccc(C(F)(F)F)cc1 | -0.1 | 0.5
C[C@H]1CN([C@@H](C)CO)C(=O)Cc2cc(NC(=O)c3ccncc3)ccc2O[C@H]1CN(C)Cc1ccc(Oc2ccccc2)cc1 | -0.2 | 0.1
C[C@@H](O)C#Cc1ccc([C@@H]2[C@H](CO)N3CCCCN(C(=O)c4ccc(F)cc4)C[C@@H]23)cc1 | 0.0 | 0.0

The closing 3 compounds of the section before are carried over, then new ones follow.
SMILES | TcdB GH inh | Mtb BioA inh
C[C@@H]1CN([C@@H](C)CO)C(=O)c2cc(NS(=O)(=O)c3cccs3)ccc2O[C@H]1CN(C)C(=O)Nc1ccc(C(F)(F)F)cc1 | -0.1 | 0.5
C[C@H]1CN([C@@H](C)CO)C(=O)Cc2cc(NC(=O)c3ccncc3)ccc2O[C@H]1CN(C)Cc1ccc(Oc2ccccc2)cc1 | -0.2 | 0.1
C[C@@H](O)C#Cc1ccc([C@@H]2[C@H](CO)N3CCCCN(C(=O)c4ccc(F)cc4)C[C@@H]23)cc1 | 0.0 | 0.0
C[C@@H]1CCCCO[C@@H](CN(C)S(=O)(=O)c2ccc(Cl)cc2)[C@H](C)CN([C@@H](C)CO)C(=O)c2cc(NC(=O)CCCN(C)C)ccc2O1 | 1.0 | 1.2
CO[C@@H]1CN(C)C(=O)c2cc(NC(=O)C3CC3)ccc2OC[C@H](C)N(Cc2nccs2)C[C@@H]1C | -1.7 | 2.7
CCCN(C)C[C@@H]1Oc2ncc(C#CCC(C)C)cc2C(=O)N([C@H](C)CO)C[C@H]1C | -0.7 | -1.3
COc1ccc(CNC(=O)C[C@@H]2CC[C@@H](NC(=O)c3ccc4c(c3)OCO4)[C@@H](CO)O2)cc1 | -0.2 | -1.9
C[C@H]1CCCCO[C@H](CN(C)S(=O)(=O)c2ccc(F)cc2)[C@@H](C)CN([C@@H](C)CO)C(=O)c2cc(NS(=O)(=O)c3cccs3)ccc2O1 | 0.3 | 1.5
C=CCNC(=O)[C@H]1[C@@H]2C(=O)O[C@@H](c3ccccc3)[C@@H](c3ccccc3)N2[C@@H](c2ccccc2OCCO)[C@]12C(=O)N(C(=O)OCCOC)c1ccc(C#CC3(O)CCCCCC3)cc12 | -0.2 | -0.6
O=C(c1cccnc1)N1C[C@H]2[C@@H](c3ccccc31)[C@H](CO)N2CC1CCCC1 | 0.3 | -4.1
CC(C)NC(=O)N[C@@H]1CC[C@@H](CC(=O)NCCN2CCCC2)O[C@H]1CO | 0.4 | -0.3
O=C(N[C@@H]1CC[C@H](CCNS(=O)(=O)c2ccc(F)cc2)O[C@@H]1CO)C1CCCC1 | 0.0 | 2.9
CO[C@@H]1CN(C)C(=O)c2cc(NC(=O)Nc3ccccc3F)ccc2OC[C@@H](C)N(S(=O)(=O)CC(F)(F)F)C[C@H]1C | -3.7 | -2.2
C[C@H](NC(=O)C[C@@H]1C=C[C@@H](NC(=O)Cc2ccccn2)[C@@H](CO)O1)c1ccccc1 | -0.3 | -0.4
C[C@H](CO)N1C[C@H](C)[C@@H](CN(C)Cc2ccccc2)OCCCC[C@H](C)Oc2ccc(NS(=O)(=O)c3ccccc3)cc2C1=O | 0.7 | 0.7
CC(C)NC(=O)N(C)C[C@@H]1OCCCC[C@@H](C)Oc2ccc(NS(=O)(=O)c3ccc(F)cc3)cc2C(=O)N([C@H](C)CO)C[C@H]1C | 0.6 | -0.5
CC(C)NC(=O)N[C@H]1C=C[C@H](CC(=O)NCCCN(C)C)O[C@H]1CO | 2.1 | 2.0
COc1cccc(S(=O)(=O)N[C@H]2C=C[C@@H](CC(=O)NC3Cc4ccccc4C3)O[C@H]2CO)c1 | -0.6 | -0.8
COc1ccc(S(=O)(=O)Nc2ccc3c(c2)C(=O)N([C@H](C)CO)C[C@@H](C)[C@@H](CN(C)C(=O)Cc2ccccc2)OCCCC[C@H](C)O3)cc1 | 0.4 | -0.9
C[C@@H]1CCCCO[C@@H](CN(C)C(=O)Nc2ccccc2)[C@@H](C)CN([C@H](C)CO)C(=O)c2cc(NC(=O)CCCN(C)C)ccc2O1 | 0.5 | -0.4
C[C@H](NC(=O)C[C@H]1CC[C@H](NC(=O)C2CCOCC2)[C@@H](CO)O1)c1ccccc1 | 0.4 | -0.5
CCNC(=O)C[C@H]1CC[C@@H]2[C@H](COc3ccc(NC(=O)c4cscn4)cc3C(=O)N2C)O1 | -2.0 | -1.2
C[C@@H]1CN([C@H](C)CO)S(=O)(=O)c2ccc(-c3cccc(C#N)c3)cc2O[C@@H]1CN(C)C(=O)c1ccc(F)cc1 | -0.7 | 0.3
CCCC#Cc1ccc2c(c1)O[C@@H](CN(C)S(C)(=O)=O)[C@@H](C)CN([C@@H](C)CO)S2(=O)=O | 1.0 | 1.1
C[C@@H]1CCCCO[C@@H](CN(C)C(=O)NC2CCCCC2)[C@H](C)CN([C@@H](C)CO)C(=O)c2cc(NC(=O)c3ccncc3)ccc2O1 | -1.2 | 0.1
C=CCNC(=O)[C@@H]1[C@H]2C(=O)O[C@H](c3ccccc3)[C@H](c3ccccc3)N2[C@H](c2ccc(OCCO)cc2)[C@@]12C(=O)Nc1ccc(C#Cc3ccc(OC)cc3)cc12 | -0.6 | -0.9
C[C@@H]1CN([C@@H](C)CO)C(=O)Cc2cc(NS(=O)(=O)c3cccs3)ccc2O[C@@H]1CN(C)S(=O)(=O)c1cn(C)cn1 | 0.2 | -4.5
COc1ccc(CN2C[C@@H](O)COC[C@H]3O[C@H](CC(=O)NCc4ccccc4Cl)CC[C@@H]32)cc1 | 0.6 | 1.6
C[C@H](CO)N1C[C@H](C)[C@H](CN(C)Cc2ccc(C(=O)Nc3ccccc3N)cc2)Oc2c(NC(=O)c3nc4ccccc4s3)cccc2C1=O | -1.3 | -0.4
CCCC(=O)Nc1ccc2c(c1)C(=O)N(C)C[C@H](OC)[C@@H](C)CN(C(=O)CN(C)C)[C@@H](C)CO2 | -2.6 | 1.6
C[C@H](CO)N1C[C@H](C)[C@H](CN(C)Cc2ccc(-c3ccccc3)cc2)Oc2c(NS(=O)(=O)c3cn(C)cn3)cccc2C1=O | 1.1 | -0.8
Cc1ccc(S(=O)(=O)N(C)C[C@@H]2Oc3ccc(NC(=O)Cn4cnnn4)cc3C(=O)N([C@H](C)CO)C[C@@H]2C)cc1 | 0.7 | 3.7
C/C=C/c1ccc2c(c1)O[C@@H](CN(C)C(=O)C1CCOCC1)[C@@H](C)CN([C@H](C)CO)S2(=O)=O | -0.1 | -0.5
C[C@@H]1CN([C@H](C)CO)S(=O)(=O)c2ccc(C#CC3CC3)cc2O[C@@H]1CN(C)C | -5.4 | -1.6
C[C@@H]1CN([C@H](C)CO)C(=O)Cc2cc(NS(=O)(=O)c3ccccc3)ccc2O[C@H]1CN(C)Cc1ccc(Cl)c(Cl)c1 | -0.3 | -1.5
Cc1noc(C)c1S(=O)(=O)Nc1ccc2c(c1)CC(=O)N([C@@H](C)CO)C[C@@H](C)[C@@H](CN(C)C)O2 | 0.2 | -1.1
CN(C)C(=O)C[C@H]1CC[C@@H](NC(=O)C2CC2)[C@H](CO)O1 | 0.3 | -1.2
CN(C)CC(=O)N1[C@@H]2c3ccc(C4=CCCC4)c(=O)n3C[C@H]1[C@H](CO)[C@H]2C(=O)NCC1CC1 | 0.0 | -0.9
C[C@@H]1CN([C@H](C)CO)C(=O)c2cccc(NC(=O)Nc3cccc4ccccc34)c2O[C@H]1CN(C)C(=O)Nc1cccc2ccccc12 | -0.9 | -2.0
CCNC(=O)[C@@H]1[C@@H](CO)[C@@H]2Cn3c(ccc(-c4ccccc4OC)c3=O)[C@@H]2N1S(C)(=O)=O | -0.7 | 1.2
COc1ccc(NC(=O)N(C)C[C@@H]2Oc3ccc(NC(=O)Cc4cn(C)c5ccccc45)cc3CC(=O)N([C@@H](C)CO)C[C@H]2C)cc1 | -0.3 | -1.3
COC(=O)[C@H]1[C@H](CO)[C@H]2Cn3c(ccc(-c4cccc(F)c4)c3=O)[C@H]2N1CC1CC1 | 1.0 | 3.9
C[C@H]1CN([C@@H](C)CO)C(=O)Cc2cc(NC(=O)NC3CCCCC3)ccc2O[C@H]1CN(C)S(=O)(=O)c1ccccc1 | 0.8 | 2.7

Looked up above.
Under Mtb BioA inh, COc1ccc(NC(=O)N(C)C[C@@H]2Oc3ccc(NC(=O)Cc4cn(C)c5ccccc45)cc3CC(=O)N([C@@H](C)CO)C[C@H]2C)cc1 has the entry -1.3
Under Mtb BioA inh, COC(=O)[C@H]1[C@H](CO)[C@H]2Cn3c(ccc(-c4cccc(F)c4)c3=O)[C@H]2N1CC1CC1 has the entry 3.9
Under TcdB GH inh, CCNC(=O)[C@@H]1[C@@H](CO)[C@@H]2Cn3c(ccc(-c4ccccc4OC)c3=O)[C@@H]2N1S(C)(=O)=O has the entry -0.7

Returning to the listing; the two compounds before the break are reprinted first.
SMILES | TcdB GH inh | Mtb BioA inh
COC(=O)[C@H]1[C@H](CO)[C@H]2Cn3c(ccc(-c4cccc(F)c4)c3=O)[C@H]2N1CC1CC1 | 1.0 | 3.9
C[C@H]1CN([C@@H](C)CO)C(=O)Cc2cc(NC(=O)NC3CCCCC3)ccc2O[C@H]1CN(C)S(=O)(=O)c1ccccc1 | 0.8 | 2.7
CO[C@H](CN(C)S(=O)(=O)c1ccc(F)cc1)[C@@H](C)CN([C@H](C)CO)S(=O)(=O)c1cccc(Cl)c1 | 1.9 | -1.9
CNC[C@@H]1Oc2ccc(NC(=O)CCCN(C)C)cc2C(=O)N([C@@H](C)CO)C[C@@H]1C | -0.3 | 0.7
C[C@@H]1CN([C@@H](C)CO)C(=O)Cc2cc(NS(C)(=O)=O)ccc2O[C@@H]1CN(C)CC1CC1 | -0.2 | 0.1
C[C@@H]1CN([C@H](C)CO)C(=O)c2cccc(NC(=O)Nc3ccc4c(c3)OCO4)c2O[C@H]1CN(C)S(=O)(=O)c1ccccc1 | -0.3 | 0.6
C[C@@H]1CN([C@H](C)CO)C(=O)c2cc(NC(=O)c3ccccc3)ccc2O[C@@H](C)CCCCO[C@H]1CN(C)Cc1ccc(C(F)(F)F)cc1 | -16.6 | -2.2
C[C@@H]1CN([C@@H](C)CO)C(=O)c2cc(NC(=O)Nc3cccc4ccccc34)ccc2O[C@@H](C)CCCCO[C@@H]1CN(C)C(=O)C1CCCCC1 | 0.5 | -1.5
O=C(C[C@H]1CC[C@@H]2[C@H](COC[C@H](O)CN2S(=O)(=O)c2ccc(Cl)cc2)O1)N[C@H]1CCN(Cc2ccccc2)C1 | 0.5 | 0.3
COc1ccccc1-c1ccc2c(c1)O[C@H](CN(C)S(=O)(=O)c1ccc(F)cc1)[C@@H](C)CN([C@@H](C)CO)S2(=O)=O | 1.7 | 6.6
O=S(=O)(c1ccccc1F)N1CC[C@@H]2[C@@H](CO)Nc3ccc(-c4ccccc4)cc3[C@@H]21 | 0.3 | -2.2
COc1ccccc1S(=O)(=O)N(C)C[C@H]1OCc2ccccc2-c2ccccc2C(=O)N([C@H](C)CO)C[C@@H]1C | 1.0 | 2.2
Cc1noc(C)c1NC(=O)N(C)C[C@H]1Oc2ccc(NC(=O)C3CCCCC3)cc2C(=O)N([C@H](C)CO)C[C@H]1C | 0.1 | -0.8

Some of the compounds tested (hit frequency here may not be typical).
